# High-throughput results deposited in PubChem BioAssay by National Center for Advancing Translational Sciences (NCATS).
# TRb SRC2 PPI – inhibitors of human thyroid hormone receptor beta-SRC2 interaction | TRbeta-SRC2 peptide binding, fluorescence polarization; receptor liganded with 1 µM T3 | Potency, µM (series often up to 106 µM), without a hit: at the highest dose activity change, negative = inhibition, most hits filed as inhibitors | 0.065% of 280,000 active | P10828; active = well fitted inhibition curve with a large enough effect; inconclusive = small, poorly fitted or top-dose-only effect, or effect the other way;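 also: plate controls were bound peptide for no effect and peptide without receptor for full effect; nearly all actives have a fitted effect of over 50% in size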
# Target sequence (P10828 whole entry, looked up): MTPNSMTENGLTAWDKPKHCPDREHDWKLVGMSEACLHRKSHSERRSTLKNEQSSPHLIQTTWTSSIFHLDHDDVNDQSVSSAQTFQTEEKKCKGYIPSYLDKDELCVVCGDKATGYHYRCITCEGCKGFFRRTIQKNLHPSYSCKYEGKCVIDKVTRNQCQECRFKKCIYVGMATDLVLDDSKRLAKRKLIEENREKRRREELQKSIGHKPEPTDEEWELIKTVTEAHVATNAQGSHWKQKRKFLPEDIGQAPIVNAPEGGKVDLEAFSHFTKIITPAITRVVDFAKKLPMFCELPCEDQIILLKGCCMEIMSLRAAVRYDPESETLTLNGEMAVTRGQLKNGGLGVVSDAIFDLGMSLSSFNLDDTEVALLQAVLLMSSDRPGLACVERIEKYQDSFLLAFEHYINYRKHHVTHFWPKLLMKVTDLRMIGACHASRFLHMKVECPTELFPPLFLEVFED
#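 Each compound concentration gave % activity, normalized to unbound and bound Texas Red SRC2 controls, from polarization read after 5 hr ambient incubation with T3-loaded human TRb LBD.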
# LMNA splice mod – changes lamin A minigene splicing in HeLa cells; HeLa LMNA splicing GFP/RFP minigene ratio, 48 h; Potency, µM (series often up to 46.1 µM), for inactives: at the highest dose ratio change, negative = inhibition, usual class: inhibitors; 0.01% of 200,000 active; AID 1487; active = well fitted inhibition curve with a large enough effect in the signal ratio, with a control signal flat, not every such curve was filed as active; inconclusive = small, poorly fitted or top-dose-only effect, or effect the other way, or a change in a side signal; the % refers to the signal ratio
#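 S3 HeLa cells stably expressing lamin A-EGFP splicing minigene plus DsRed2, 600 cells/well, 48 h compound exposure at 37C. Laser-scanning cytometry; analysed as GFP (500-530 nm)/RFP (575-640 nm) total intensity ratio; 0.5% DMSO vehicle.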
# TexasRed fluor – alters Texas Red total fluorescence, flagging assay interference; AID 1479; 0.29% of 280,000 active; TRb/SRC2 Texas Red total fluorescence interference; Potency, µM (doses to about 106 µM), for inactives: at the top dose fluorescence change, negative = quenching; active = well fitted curve in either direction with a large enough effect; inconclusive = small, poorly fitted or top-dose-only effect
#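 Flags fluorescent or light-absorbing compounds by total fluorescence, S + 2P, at 555 nm excitation and 632 nm emission. Mixture: 20 nM Texas Red SRC2 peptide, 0.6 uM human TRb LBD, 1 uM T3, 5% DMSO; compound exposure 5 h at ambient temperature.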
# Starred values were filed as active, the others as inactive; ? = inconclusive; [ ] = remark or other dose. Unless noted, % is scaled to controls: 0 for no effect and ±100 for the full control effect; potency is read from the fitted curve at half-maximal effect.
entry	structure	TRb SRC2 PPI	LMNA splice mod	TexasRed fluor
1	Cc1ccccc1C(=O)Nc1ccccc1C(=O)OCc1cc(=O)n2nc(C3CC3)sc2n1	4.2%	9.8%[46 µM]	-1.1%
2	COc1ccc(CNC(=O)C2CCN(S(=O)(=O)N3CCC(C)CC3)CC2)c(OC)c1	0.7%	?	0.9%
3	COc1ccccc1NC(=O)CSC1=Nc2ccccc2N=C(c2ccc(F)cc2)C1	3.1%	-8.2%[46 µM]	-5.9%
4	O=c1c(S(=O)(=O)c2cccc(Cl)c2)cn(Cc2ccccc2)c2cc(N3CCCCC3)c(F)cc12	-0.8%	-7.8%[46 µM]	?
5	Cc1ccc(CNC(=O)c2cnc3c(-c4ccccc4)c(C)nn3c2C)o1	-2.4%	1.8%[46 µM]	0.3%
6	Cc1nc(Oc2ccccc2C)c2oc3ccccc3c2n1	-8.6%	-23.5%[46 µM]	-0.1%
7	CCN(CC)C(=O)CSc1nnc2ccc3ccccc3n12	-1.9%	-5.2%[46 µM]	-23.8%
8	CC(C)(C)c1ccc(C(=O)NCC(c2cccs2)S(=O)(=O)c2ccccc2)cc1 (stereo unspecified)	-0.3%	5.1%[46 µM]	0.3%

# The closing 3 records of the part above come first, to join the parts:
entry	structure	TRb SRC2 PPI	LMNA splice mod	TexasRed fluor
6	Cc1nc(Oc2ccccc2C)c2oc3ccccc3c2n1	-8.6%	-23.5%[46 µM]	-0.1%
7	CCN(CC)C(=O)CSc1nnc2ccc3ccccc3n12	-1.9%	-5.2%[46 µM]	-23.8%
8	CC(C)(C)c1ccc(C(=O)NCC(c2cccs2)S(=O)(=O)c2ccccc2)cc1 (stereo unspecified)	-0.3%	5.1%[46 µM]	0.3%
9	Cc1cccc(-c2cc(C(=O)O)c3c(-c4ccc(F)cc4)[nH]nc3n2)c1	-1.7%	-13.6%[46 µM]	-10.5%
10	O=C(NC1CC(=O)N(c2ccc(Cl)cc2)C1)c1cccs1 (stereo unspecified)	-2.4%	?	-0.8%
11	COc1ccc(C(=O)NCC(c2ccco2)S(=O)(=O)c2cccs2)cc1OC (stereo unspecified)	6.3%	3.2%[46 µM]	-0.3%
12	CCOC(=O)c1c(S(=O)(=O)NCC(=O)Nc2ccc(Cl)c(C(F)(F)F)c2)c(C)n(C)c1C	0.4%	-13.8%[46 µM]	-3.9%
13	CC(=O)N1CCCc2cc(S(=O)(=O)N3CCCC(C(=O)N4CCN(c5ccccc5)CC4)C3)ccc21 (stereo unspecified)	-5.9%	?	-1.5%
14	CC(C)COc1ccc(C(=O)N2CCN(CCc3ccccn3)CC2)cc1	2.8%	22.6%[46 µM]	0.7%
15	COc1ccc(NC(=O)CSc2nc3nc(C)cc(C)n3n2)cc1	8.8%	-7.1%[46 µM]	-3.2%
16	Cc1cc(Nc2cccc(C(F)(F)F)c2)nc2ccc(NC(=O)c3cncc(Br)c3)cc12	12.4%	?	3.1%
17	O=C(NCC(c1ccc2c(c1)OCO2)N1CCOCC1)c1cccc(Cl)c1 (stereo unspecified)	2.2%	?	6.6%
18	O=c1c(=O)n(-c2ccc(F)c(F)c2)ccn1Cc1ccc(F)cc1Cl	-3.1%	?	-2.7%
19	NC(=O)C1CCN(c2csc3ccc(F)cc3c2=O)CC1	5.6%	-7.3%[46 µM]	-1.9%
20	Cc1csc2nc(COC(=O)CNC(=O)c3ccc(F)cc3)cc(=O)n12	0.9%	1.1%[46 µM]	-3.0%
21	COc1cc(NC(=O)N2CCC3(CC2)Nc2ccccc2-n2cccc23)cc(OC)c1OC	7.9%	?	-3.4%
22	CSc1ncc(C(=O)Nc2ccccc2C(F)(F)F)c(-c2ccccc2)n1	-1.2%	?	13.0%
23	Cc1cccc(-n2ncc(C(=O)N3CCc4ccccc4C3)c2C2CCN(C(=O)OC(C)(C)C)CC2)c1	3.4%	1.7%[46 µM]	?
24	O=c1cc(CSc2ncn[nH]2)[nH]c2ccc(F)cc12	-0.9%	1.8%[46 µM]	-1.9%
25	COc1ccc2sc(N(Cc3cccnc3)C(=O)c3cccs3)nc2c1	5.7%	14.1%[46 µM]	0.9%
26	CCCCc1nn2c(=O)cc(COC(=O)C3CCCCC3)nc2s1	-3.2%	1.7%[46 µM]	-3.3%
27	COC(=O)c1ccc(Cn2c(=O)cc(C(F)(F)F)c3c(C)nn(C)c32)cc1	7.4%	1.4%[46 µM]	-5.6%
28	Cc1ccc(C(=O)Nc2nnc(SCc3cc(=O)c4c(C)ccc(C)c4[nH]3)s2)cc1	1.6%	1.9%[46 µM]	1.8%
29	O=C(CSc1nc(=O)n(Cc2cccnc2)c2c1CCC2)Nc1cccc(Cl)c1	-1.2%	-23.3%[46 µM]	0.5%
30	CCCC1N=C2c3ccccc3N=C(SCC(=O)NCCc3ccc(Cl)cc3)N2C1=O (stereo unspecified)	6.8%	?	0.0%
31	O=C(COCc1cc(-c2ccc3c(c2)OCO3)on1)Nc1cc(Cl)ccc1O	2.7%	?	4.1%
32	O=C(CSc1nnc(-c2ccccc2)c(-c2ccccc2)n1)Nc1ccccc1Cl	1.2%	-6.4%[46 µM]	-0.5%
33	Cc1ccccc1OCc1nnc(SCc2cc(=O)c3cc(F)ccc3[nH]2)n1C	-3.5%	?	-0.2%
34	CCOC(=O)C1CCN(Cc2cn3c(-c4ccc(OC)cc4)nnc3s2)CC1	4.5%	-5.6%[46 µM]	-1.7%
35	CC(NC(=O)CSc1n[nH]c(-c2ccccc2)n1)c1nc2ccccc2n1C (stereo unspecified)	-2.1%	1.4%[46 µM]	-0.4%
36	Cc1ccc(Cc2nc3ccccc3nc2SCC(=O)Nc2ccc3c(c2)OCO3)cc1	4.9%	4.4%[46 µM]	-1.9%
37	CCN(CC)c1ccc(NC(=O)C2CCN(c3nnc(-n4cccc4)s3)CC2)c(C)c1	5.8%	16.9%[46 µM]	5.0%
38	CCc1ccc(C2CC(=O)Nc3c2c(C)nn3-c2nc(C)cc(C)n2)cc1 (stereo unspecified)	-2.6%	-18.7%[46 µM]	?
39	Cc1ccc(N2CCN(C(=O)c3cnn(-c4ccc(F)cc4F)c3C3CCN(C(=O)OC(C)(C)C)CC3)CC2)c(C)c1	-4.3%	?	?
40	COc1cccc(C(=O)Nc2cccc(OCc3cc(=O)n4cc(C)ccc4n3)c2)c1	-0.1%	?	-1.8%
41	Cc1c(C(=O)N(C)C)sc2c1c(=O)n(-c1ccc(F)cc1)c(=O)n2Cc1cc(=O)n2ccccc2n1	3.7%	-5.3%[46 µM]	-0.8%
42	COc1ccccc1CNc1cc(C)nc2nc(-c3ccc(C)cc3)nn12	-4.5%	12.2%[46 µM]	-2.4%
43	O=C(/C=C/c1ccccc1Cl)Nc1nc(-c2cccs2)ns1	4.4%	25.8%[46 µM]	-4.3%
44	COc1ccc(NC(=O)CCc2c(C)nn(-c3ccc(N4CCOCC4)nn3)c2C)cc1Cl	-3.6%	-3.4%[46 µM]	-1.3%
45	Cc1ccc(N(Cc2cccs2)C(=O)C(C)Oc2ccc(Cl)c(C)c2)cc1 (stereo unspecified)	-2.0%	-7.6%[46 µM]	?
46	CC(NC(=O)CCCN1C(=O)CCn2nc(-c3cn(C)c4ccccc34)cc21)c1ccccc1 (stereo unspecified)	1.1%	-15.8%[46 µM]	-10.6%
47	COc1cccc(NC(=O)C2CCN(C(=O)N3CC(C)Oc4ccccc43)CC2)c1 (stereo unspecified)	-0.6%	13.5%[46 µM]	?
48	Cc1ccccc1-c1nc(CNC(=O)NC2CCCCC2)c(C)o1	-2.7%	10.1%[46 µM]	-0.5%

# Two of these compounds, set out differently.
[38] CCc1ccc(C2CC(=O)Nc3c2c(C)nn3-c2nc(C)cc(C)n2)cc1 (stereo unspecified)
[39] Cc1ccc(N2CCN(C(=O)c3cnn(-c4ccc(F)cc4F)c3C3CCN(C(=O)OC(C)(C)C)CC3)CC2)c(C)c1

compound no. | 38 | 39
TRb SRC2 PPI | -2.6% | -4.3%
LMNA splice mod | -18.7%[46 µM] | ?
TexasRed fluor | ? | ?

# Carrying on:
entry	structure	TRb SRC2 PPI	LMNA splice mod	TexasRed fluor
49	O=C(Nc1ccc(F)c(F)c1)c1cc(S(=O)(=O)N2CCc3ccccc32)ccc1F	-5.3%	-24.8%[46 µM]	-1.2%
50	Cc1ccc(CNC(=O)c2cnc(N(C)C)nc2)cc1	-0.6%	-4.8%[46 µM]	-2.6%
51	Cc1ccc(C(=O)Nc2c(C(=O)NC(C)(C)C)oc3ccccc23)cc1	2.6%	?	2.5%
52	Cc1ccccc1Cn1cnc2nc3c(cc2c1=O)CC(C)CC3 (stereo unspecified)	5.0%	7.0%[46 µM]	-0.5%
53	CCOc1ccccc1NC(=O)C1=C(C)Nc2ncnn2C1c1cccs1 (stereo unspecified)	1.7%	-3.6%[46 µM]	-6.3%
54	c1ccc(N2CCN(c3ncnc4[nH]ncc34)CC2)cc1	-8.3%	?	-2.4%
55	Cc1cccc(C)c1NC(=O)CCC(=O)N1Cc2ccccc2Oc2ncccc21	1.9%	-10.3%[46 µM]	-5.7%
56	CC(C)C(=O)N1c2nc(-c3ccco3)nn2C2(CCCCC2)[C@@H]2CCCC[C@@H]21	-10.2%	2.2%[46 µM]	?
57	CCOc1ccc(N2C(=O)c3[nH]nc(-c4ccccc4)c3C2c2ccc(O)c(OC)c2)cc1 (stereo unspecified)	2.2%	?	1.5%
58	Cc1ccc2oc(C(=O)N3CCC(c4nc5ccccc5s4)CC3)c(C)c2c1	0.3%	-11.4%[46 µM]	?
59	COc1ccc(NS(=O)(=O)c2cc3c(cc2C)N(C(C)=O)CCO3)cc1	-8.3%	-10.7%[46 µM]	?
60	Fc1ccc(-c2noc3ncnc(N4CCN(c5ccccc5)CC4)c23)cc1	-1.7%	-2.9%[46 µM]	-2.6%
61	Cc1cccc(CNC(=O)C2CCN(S(=O)(=O)c3ccc4c(c3)CCCN4C(=O)C3CCC3)CC2)c1	-1.4%	2.6%[46 µM]	-1.6%
62	Cc1ccccc1CNC(=O)C(=O)NCC(c1ccco1)S(=O)(=O)c1ccccc1 (stereo unspecified)	-3.2%	-0.4%[46 µM]	-0.8%
63	Cc1ccc(C(=O)NCC(c2ccc3c(c2)OCO3)N2CCN(c3ccc(F)cc3)CC2)cc1 (stereo unspecified)	5.3%	?	-4.8%
64	O=S(=O)(NCCc1csc2nc(-c3ccc(F)cc3)nn12)c1ccc(Br)cc1	-5.5%	-10.4%[46 µM]	1.1%
65	COC(=O)C1=C(C)NC(=O)NC1c1cn(-c2ccccc2)nc1-c1ccc(OC)c(Cl)c1 (stereo unspecified)	2.0%	?	-1.6%
66	Cn1c(=O)c2c(SCC(=O)NCC3CCCO3)nc(-c3ccccc3F)nc2n(C)c1=O (stereo unspecified)	-5.2%	11.7%[46 µM]	0.1%
67	Cc1ccc(-c2cn3c(n2)sc2cc(C(=O)NC(C)C45CC6CC(CC(C6)C4)C5)ccc23)cc1 (stereo unspecified)	2.2%	?	-15.2%
68	Cc1ccc(NC(=O)Cn2c(=O)nc(-c3ccccc3)c3ccccc32)cc1	-7.4%	?	-1.3%
69	COc1ccc2c(c1)CC(C(=O)NCCCN1CCN(c3ccc(F)cc3)CC1)CO2 (stereo unspecified)	5.8%	-8.2%[46 µM]	0.6%
70	Cc1ccc(C(=O)NCC(c2cccs2)S(=O)(=O)c2cccs2)cc1 (stereo unspecified)	-0.4%	-10.6%[46 µM]	0.5%
71	CCC1CN(C(=O)N2CCC(C(=O)NCc3ccc(C)o3)CC2)c2ccccc2O1 (stereo unspecified)	-6.0%	1.6%[46 µM]	-5.2%
72	CCN(Cc1ccccc1)C(=O)CN1C(=O)COc2ccc(S(=O)(=O)NC3CCCC3)cc21	2.5%	12.8%[46 µM]	-5.2%
73	CCCNC(=O)c1ccc2c(c1)nc(C)n2-c1cccc(C)c1	7.9%	-18.6%[46 µM]	-2.0%
74	O=C(Nc1cc(Cl)ccc1Cl)c1cc(S(=O)(=O)NCCc2ccccc2)ccc1F	-2.3%	-6.9%[46 µM]	0.4%
75	COc1ccc(NC(=O)CCc2nc3c(C)nn(-c4ccc(C)cc4)c3n(C)c2=O)c(OC)c1	3.6%	1.5%[46 µM]	-2.0%
76	COc1ccc(-n2cc(C(=O)NCc3ccc(Cl)cc3)c3ccccc3c2=O)cc1	3.5%	?	8.8%
77	COc1ccc(-c2[nH]nc3nc(-c4cc(OC)c(OC)c(OC)c4)cc(C(=O)O)c23)cc1	-10.4%	?	-0.5%
78	CCOc1ccccc1CNC(=O)c1c(C)oc2ncnc(N3CCOCC3)c12	-8.9%	-10.2%[46 µM]	1.3%
79	Cc1cc(C)cc(NS(=O)(=O)c2ccc3[nH]cc(C(=O)NCc4ccccc4Cl)c(=O)c3c2)c1	-14.5%	-12.8%[46 µM]	?
80	Cc1ccc(/C=C/C(=O)Nc2nc(-c3cccs3)ns2)cc1	1.8%	?	-14.2%

# Some of the compounds tested, so the mix of outcomes need not match the whole.
